MMP13 inh – human MMP13 inhibitors, primary screen, biochemical, FRET peptide cleavage. Collagenase 3 (Homo sapiens), P45452. MMP-13 fTHP FRET cleavage, Mca fluorescence. inhibition, % at 4 µM. 65,000 compounds, 0.07% hits. AID 570, 2006;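 active = inhibition above the mean of compound-free control plate wells plus 3 SD, cut at about 14% in these data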;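 note: 0% = DMSO wells and 100% = wells with reference MMP-13 inhibitor after basal subtraction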
Autofluor 339 – intrinsic fluorescence of library compounds, ex339/em460 – biochemical, MLSMR library, data from DPM-DC assay, artefact control, profiling panel; compound autofluorescence, ex339/em460 nm, NADH buffer; stronger effect = higher value; 1 = no-compound wells, NADH background; fluorescence fold increase at 10 µM; 65,000 compounds, 5.5% hits; AID 709, 2007;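 active = at 10 µM, mean starting fluorescence two-fold or more over control wells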;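 note: signal is the first read of a kinetic run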
SF-1 act – activators of human SF-1, primary screen, cell-based, CHO-K1, Gal4-SF-1 LBD, luciferase luminescence; activation, % at 10 µM; AID 522, 2006; 65,000 compounds, 1.9% hits; Steroidogenic factor 1 (Homo sapiens), Q13285; CHO-K1 Gal4-SF-1 LBD luciferase reporter; % increase over DMSO SF-1-specific signal;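 active = activation above the mean activation of all tested compounds plus 3 SD, cut at about 50% in these data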
Target sequence (Q13285 whole entry, looked up, the tested form may be a part): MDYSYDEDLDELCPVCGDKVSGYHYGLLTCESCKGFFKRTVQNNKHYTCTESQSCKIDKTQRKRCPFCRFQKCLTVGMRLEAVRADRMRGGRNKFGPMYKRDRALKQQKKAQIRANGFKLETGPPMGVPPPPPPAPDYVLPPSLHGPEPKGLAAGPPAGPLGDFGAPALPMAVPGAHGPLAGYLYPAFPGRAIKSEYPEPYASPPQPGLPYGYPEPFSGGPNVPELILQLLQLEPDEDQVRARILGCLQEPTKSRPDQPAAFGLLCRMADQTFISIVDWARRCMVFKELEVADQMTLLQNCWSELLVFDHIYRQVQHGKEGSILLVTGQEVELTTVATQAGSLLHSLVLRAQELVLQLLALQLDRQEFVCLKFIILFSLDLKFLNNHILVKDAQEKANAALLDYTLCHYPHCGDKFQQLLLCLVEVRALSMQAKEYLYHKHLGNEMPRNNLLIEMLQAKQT
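Assay system – CHO-K1 cells with Gal4–hSF-1 LBD chimera plus Gal4-driven luciferase · Quantity – 4,000 cells per well · Times – compound added 1 h post-seeding, 20 h exposure at 37 °C, 5% CO2 · Measured by – luciferase light emission · Benchmarks – DMSO and mock-transfected background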
TNAP act mid DEA – human TNAP enzyme activators, primary screen, biochemical, luminescent, intermediate phosphate acceptor level | 64,000 tested, under 10 active | activation factor at 20 µM | AID 813, 2007 | purified TNAP, CDP-star luminescence, 100 mM DEA, 30 min; stronger effect = higher value; scale: 0 levamisole-inhibited, 1 vehicle-only enzyme | Alkaline phosphatase, tissue-nonspecific isozyme (Homo sapiens), P05186;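 active = activation factor of at least 2 at 20 µM, relative to controls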
NADH coupling – inhibitors of PK/LDH coupling enzymes, profiling panel, artefact control, biochemical, MLSMR library | coupled PK/LDH NADH assays, four targets | IC50, µM (highest dose often 10 µM), inactives show top-dose inhibition | 65,000 compounds, 0.02% hits | AID 774, 2007;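 active = single-dose screening hits from any of four coupled enzyme assays that gave an IC50 when retested across doses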;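 note: the DPM-DC format reads NADH fluorescence rather than 340 nm absorbance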
5HT1a ag – human 5-HT1a receptor agonists, primary screen, cell-based, CHO, Ga15 NFAT-bla reporter; 5-hydroxytryptamine receptor 1A (Homo sapiens), P08908; CHO 5-HT1a Ga15 NFAT-bla reporter, FRET ratio; 0% basal, 100% maximal reference agonist; activation, % at 10 µM; 65,000 compounds, 0.56% hits;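 active = activation above the screen-wide mean activation plus 3 SD, cut at about 19% in these data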;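 note: 0% = DMSO wells and 100% = 5-CT at EC100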
Target sequence (P08908 whole entry, looked up): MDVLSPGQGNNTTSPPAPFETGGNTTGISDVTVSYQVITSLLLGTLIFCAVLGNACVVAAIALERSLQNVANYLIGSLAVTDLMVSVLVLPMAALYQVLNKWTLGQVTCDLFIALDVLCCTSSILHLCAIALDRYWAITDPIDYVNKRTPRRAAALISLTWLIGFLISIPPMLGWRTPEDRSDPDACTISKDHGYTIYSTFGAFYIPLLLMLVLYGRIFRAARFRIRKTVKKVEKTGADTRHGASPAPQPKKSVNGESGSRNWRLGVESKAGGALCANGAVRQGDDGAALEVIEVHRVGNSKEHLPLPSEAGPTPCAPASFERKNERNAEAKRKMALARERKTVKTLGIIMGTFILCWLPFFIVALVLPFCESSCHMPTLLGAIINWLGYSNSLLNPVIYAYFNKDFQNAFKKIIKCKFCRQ
5-HT1A blocker – human 5-HT1a receptor antagonists, primary screen, cell-based, CHO, Ga15 NFAT-bla reporter; CHO 5-HT1a Ga15 NFAT-bla reporter, antagonist mode; 62,000 compounds, 0.68% hits; inhibition, % at 10 µM; AID 612, 2007; 5-hydroxytryptamine receptor 1A (Homo sapiens), P08908;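 active = inhibition above the mean of all tested compounds plus 3 SD, cut at about 43% in these data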;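 note: receptor stimulated by 5-CT agonist at 100 nM near EC80; beta-lactamase reporter measured by ratiometric fluorescence of a cleavable substrate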
Abs 340nm – compound light absorbance at 340 nm, profiling panel, artefact control, biochemical, MLSMR library, data from PS, PMK, MK assays; compound absorbance at 340 nm, fold over control; fold change at 10 µM; 65,000 tested, under 10 active;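 active = at 10 µM dose, initial 340 nm absorbance at least 2 fold that of control wells; inactive = change under 2 fold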;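 note: initial absorbance extrapolated from kinetic A340 decline of NADH oxidation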
RORA act – activators of orphan receptor RORA, primary screen, cell-based, luminescence. CHO-K1 Gal4-RORA LBD luciferase reporter; percent increase over mock-subtracted basal signal. AID 560, 2006. 65,000 compounds, 1.5% hits. activation, % at 10 µM. Nuclear receptor ROR-alpha (Homo sapiens), P35398;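 active = activation above the mean of all tested compounds plus 3 SD, cut at about 49% in these data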;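 note: 0% = DMSO-treated RORA cells and 100% = added signal equal to DMSO minus mock-transfected cells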
* hit, by the source's call; i = inactive; . = not tested or not shown; [ ] = remark or other dose.

SMILES | MMP13 inh | Autofluor 339 | SF-1 act | TNAP act mid DEA | NADH coupling | 5HT1a ag | 5-HT1A blocker | Abs 340nm | RORA act
Cc1cccc(N(CC(=O)NCc2ccc3c(c2)OCO3)C(=O)CCC(=O)Nc2ccccn2)c1 | 1 | 1.1 | -14 | 1 | 6% | -0.8 | -2 | 0.98 | 13
CC(C)C(=O)NCCc1nc2ccccc2n1C | 3 | 1.1 | -12 | 1 | 6% | -3.5 | -21 | 1 | 23
O=C(CSc1nnc(-c2ccco2)n1CC1CCCO1)N1CCCCC1 (configuration not stated) | 1 | 1.1 | 6 | 1 | 1% | -6.3 | -3 | 0.98 | -4
O=C1Cn2c(nc3ccccc32)N1c1ccccc1F | 3 | 1.1 | 0 | 1 | 5% | -1.8 | 6 | 1.1 | -13
COc1ccc(S(=O)(=O)N2CCC(C(=O)Nc3ccc(OC)c(OC)c3)CC2)cc1C | 4 | 1.1 | 12 | 0.9 | 2% | -0.5 | -11 | 1.1 | 15
CCn1cc(-c2cc(C(F)(F)F)n3nc(C(=O)O)cc3n2)c(C)n1 | 0 | 1.6 | -4 | 1 | 3% | -1.5 | -9 | 1 | 0
Cc1ccc(CS(=O)(=O)CCC(=O)NCCN2CCCC2)cc1 | 1 | 1.1 | -17 | 1 | 7% | -2.3 | 7 | 1 | 2
CCOc1ccc(NC(=O)C(C)Sc2nnc(C)n2C)cc1 (configuration not stated) | -1 | 1 | 36 | 0.9 | 3% | 1.3 | 4 | 0.98 | 14
Cc1ccc(-c2cc3nc(C)cc(NCc4ccco4)n3n2)cc1 | -34[fluorescence artefact?] | 3.3* | 51* | 0.9 | 7% | 3.3 | 4 | 0.99 | 59*
O=C(CSc1nnc(NC(=O)c2ccco2)s1)NC1CCCC1 | -3 | 1 | -6 | 0.9 | 6% | -0.7 | -5 | 1.2 | -16
O=C1c2ccccc2-c2onc3ccc(NCCCn4ccnc4)c1c23 | -1 | 1 | 28 | 0.8 | 4% | 1.0 | -22 | 1 | 11
Cn1c(C(=O)O)c(CC(=O)Nc2ccc(F)cc2F)c2ccccc21 | -4 | 1.1 | -5 | 0.9 | 6% | 0.2 | -14 | 0.99 | 6
O=c1ccnc(NCCc2ccccc2)[nH]1 | 0 | 1.1 | 7 | 0.9 | 2% | 0.6 | -12 | 1 | -19
COc1ccc(C(=O)c2ccc(N3CCN(C4CC(=O)NC4=O)CC3)cc2)cc1F (configuration not stated) | 5 | 1.1 | 1 | 0.9 | 3% | 3.2 | 5 | 1.3 | 20
O=C(NCc1ccco1)c1cnn2c(C(F)F)cc(-c3ccccc3)nc12 | 2 | 2.1* | -11 | 0.8 | 12% | -1.6 | -4 | 1.1 | -3
O=C(c1ncc[nH]1)c1ccccc1C(=O)N1CCOCC1 | 6 | 1 | -8 | 0.8 | 4% | -0.7 | 2 | 0.99 | 0
CCc1ccc(C(=O)CSc2ncn[nH]2)cc1 | 8 | 1.1 | 28 | 1 | 3% | -2.7 | -6 | 1 | 43
Cc1[nH]c(=O)[nH]c(=O)c1NC(=O)CSc1ncccc1-c1nc2ccccc2[nH]1 | -1 | 1.2 | 6 | 0.9 | 7% | 0.8 | 3 | 0.98 | 6
Cc1cc(OCCOCCN2CCCC2)ccc1C(C)C | -3 | 1.1 | -9 | 0.9 | 14% | -0.4 | -9 | 1.1 | -12
COc1ccccc1Nc1ncccc1C(=O)O | 3 | 1.1 | -5 | 0.8 | 5% | 2.1 | -4 | 1.1 | -7
Cc1onc(-c2ccccc2Cl)c1C(=O)Nc1sc2c(c1C#N)CCC2 | -1 | 1.1 | -6 | 1 | 10% | -1.0 | 1 | 1 | -7
COc1ccccc1Cn1c(=O)[nH]c2cccnc21 | 3 | 1 | -2 | 0.9 | 8% | -3.8 | 0 | 0.99 | -15
COc1ccc(CCNC2=NCCS2)cc1 | 4 | 0.95 | 5 | 0.9 | 6% | -0.1 | 7 | 0.97 | -12
CCCNC(=O)c1ccccc1NC(=O)CN(c1ccccc1OCC)S(C)(=O)=O | 1 | 1 | -12 | 0.9 | 1% | -1.5 | 11 | 1 | -42
Cn1ncc(Cl)c1C(=O)N1CCc2ccccc21 | 6 | 1.1 | -3 | 0.9 | 4% | 1.2 | 15 | 1 | -19

The closing 3 records of the section above open the next one.
SMILES | MMP13 inh | Autofluor 339 | SF-1 act | TNAP act mid DEA | NADH coupling | 5HT1a ag | 5-HT1A blocker | Abs 340nm | RORA act
COc1ccc(CCNC2=NCCS2)cc1 | 4 | 0.95 | 5 | 0.9 | 6% | -0.1 | 7 | 0.97 | -12
CCCNC(=O)c1ccccc1NC(=O)CN(c1ccccc1OCC)S(C)(=O)=O | 1 | 1 | -12 | 0.9 | 1% | -1.5 | 11 | 1 | -42
Cn1ncc(Cl)c1C(=O)N1CCc2ccccc21 | 6 | 1.1 | -3 | 0.9 | 4% | 1.2 | 15 | 1 | -19
CC1(C)CC(=O)C2=C(C1)N(CCN1CCOCC1)C1=C(C(=O)CC(C)(C)C1)C2c1cccc(Cl)c1 | -83[fluorescence artefact?] | 4.3* | -14 | 1.2 | 0%[fluoresces] | 14 | -9 | 0.99 | -2
COC(=O)c1cc(Br)c(=O)n(CCc2ccccc2)c1 | 1 | 1.1 | -6 | 0.9 | 6% | 0.7 | -2 | 1 | -18
CC1(C)Cc2c(C#N)c(SCCOc3ccccc3)nc(N3CCOCC3)c2CO1 | -9 | 1.1 | 16 | 1.1 | 2% | 4.4 | . | 1 | -20
COc1cc2c(cc1OC)C(C(=O)NCc1cccnc1)C(c1cccnc1)N(C)C2=O (configuration not stated) | 3 | 1.1 | -12 | 1 | 2% | -1.5 | -3 | 1 | 24
CCOC(=O)N1CCN(S(=O)(=O)c2ccc3c(c2)CCN3C(=O)C2CCC2)CC1 | 1 | 1.1 | 4 | 0.9 | 4% | -4.4 | 1 | 0.97 | -21
CCN1C(=O)c2cccc3c(S(=O)(=O)NCc4ccco4)ccc1c23 | -20 | 2.3* | -19 | 1 | 7% | -1.4 | 19 | 1.1 | -21
O=C(CCSCc1ccccc1F)N1CCN(c2ccccn2)CC1 | -13 | 1.3 | 23 | 0.8 | 11% | -1.4 | 6 | 1 | 0
CCSC1=C(C#N)C(c2ccccc2Cl)CC(=O)N1 (configuration not stated) | . | 1.1 | . | 0.8 | 7% | . | . | 1 | .
COc1cc(C(=O)Nc2nccs2)c(Br)c(OC)c1OC | 0 | 1.1 | 1 | 0.9 | 4% | -4.2 | -11 | 1.1 | -10
CC(=O)OC1=C(C#N)Cn2ccc3cccc1c32 | -14 | 3.9* | 3 | 0.9 | 7%[fluoresces] | -3.8 | 4 | 1.1 | 4
C=CCNC(=O)NS(=O)(=O)c1ccc(C)cc1 | 1 | 1.1 | -4 | 0.9 | 6% | -1.2 | -4 | 1 | -15
Cc1cccc(N(CC(=O)N2CCCC2)S(=O)(=O)c2ccccc2)c1C | 3 | 1 | -12 | 1 | 2% | -1.6 | -5 | 1 | -20
Cc1ccc(NS(=O)(=O)c2cccc(C(=O)O)c2)c(C)c1 | 5 | 1.1 | 3 | 0.9 | 8% | -1.9 | -7 | 0.99 | 4
Cc1cc(C)c2oc(=O)cc(CN3CCN(Cc4ccc5c(c4)OCO5)CC3)c2c1 | 2 | 1.2 | -12 | 1 | 6% | -0.3 | 4 | 1 | 6
Cc1cc(NC(=O)CCC(=O)N(c2ccccc2)C(C(=O)NC2CCCC2)c2ccncc2)no1 (configuration not stated) | 1 | 1.1 | 9 | 0.9 | 4% | -2.6 | 12 | 0.98 | -10
COc1ccc(N2C(=O)CC(N3CCN(C4CCc5ccccc5C4)CC3)C2=O)cc1 (configuration not stated) | 1 | 1.1 | -10 | 1 | 5% | 0.4 | -4 | 1 | -5
c1ccc(Oc2nc(NCc3ccco3)nc(NCc3ccco3)n2)cc1 | 1 | 1.1 | 4 | 1 | 3% | -1.6 | 23 | 1 | -13
Cc1cc(C(=O)COC(=O)Cn2c(C(F)(F)F)nc3ccccc32)c(C)n1Cc1ccco1 | -2 | 1.1 | 6 | 0.9 | 3% | -3.4 | 7 | 1 | -14
CC(C)COc1ccc(-c2nnc(-c3ccncc3)o2)cc1 | -49[fluorescence artefact?] | 2.4* | 85* | 0.9 | 16% | -0.6 | -4 | 1.1 | 33
CCOC(=O)Nc1sc(C(=O)N(CC)CC)c(C)c1C(=O)OCC | 2 | 1.1 | 1 | 0.9 | 4% | 2.9 | -1 | 1 | -5
COCc1cc(=O)n2c([nH]c3ccccc32)c1C#N | i[fluorescence artefact?] | 4.8* | 21 | 0.9 | 8%[fluoresces] | 6.2 | -3 | 0.99 | -3
CCOc1ccc(CCNC(=O)c2cc3sccc3n2C)cc1OCC | 1 | 1.1 | -11 | 0.9 | 6% | -2.5 | 2 | 0.97 | -5
Cc1nn(C)cc1NC(=O)CCSc1nc(-c2ccco2)cc(C(F)(F)F)n1 | 3 | 1 | -7 | 0.8 | 4% | -0.8 | 1 | 1 | -8
Cc1cc(NS(=O)(=O)c2ccc(NC(=O)Cc3cccs3)cc2)no1 | -4 | 1.1 | -12 | 0.9 | 3% | -0.2 | -2 | 1 | -24
CN(C(=O)COC(=O)C1CCN(S(=O)(=O)c2cccs2)CC1)C1CCS(=O)(=O)C1 (configuration not stated) | -3 | 0.94 | 15 | 0.9 | 4% | -2.7 | -4 | 0.98 | 9

(continued)
SMILES | MMP13 inh | Autofluor 339 | SF-1 act | TNAP act mid DEA | NADH coupling | 5HT1a ag | 5-HT1A blocker | Abs 340nm | RORA act
Cn1nnnc1SCC(=O)Nc1ccc(Oc2ccccc2)cc1 | 9 | 1.1 | -1 | 0.9 | 10% | -1.5 | 12 | 1.1 | 6
CC(=O)NCC(=O)N(c1c(C)n(C)n(-c2ccccc2)c1=O)C1(C(=O)NC2CCCC2)CCCCC1 | 1 | 1.1 | 4 | 0.9 | 6% | -1.1 | -8 | 1.1 | -5
Cc1c(C(=O)NCC2CCCO2)oc2ccc(S(=O)(=O)N3CCCC3)cc12 (configuration not stated) | 1 | 1.1 | 21 | 0.9 | 2% | 3.5 | -12 | 1.1 | 5
Cc1nn(-c2ccccc2)c2c1P(=O)(O)/C(=C1\N(C)c3ccccc3C1(C)C)C=N2 | 4 | 1.2 | -1 | 0.9 | 6% | -0.1 | -3 | 1.1 | -15
Cc1cc(C)n(-c2nc(NC(C)(C)C)nc(NC(C)(C)C)n2)n1 | 4 | 1.1 | -53 | 1 | 3% | -2.5 | 8 | 1 | -10
CCN(CC)C(=O)c1cc2c(=O)n3cccc(C)c3nc2n1C | -46 | 5* | -7 | 1 | 10%[fluoresces] | -2.8 | -23 | 1.1 | 5
Cc1ccc(SCC(=O)NCCCN2CCOCC2)cc1 | 1 | 1.2 | -8 | 0.9 | 3% | -4.4 | 0 | 1 | -17
